ERAP1 HTS inh – human ERAP1 aminopeptidase inhibitors, primary screen, biochemical, single point, plate reader | inhibition, % at 10.7 µM | recombinant ERAP1, Leu-AMC fluorescence, 60 min | Endoplasmic reticulum aminopeptidase 1 (Homo sapiens), Q9NZ08 | hit rate 0.15% among 340,000 | AID 652197, 2013;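 active means mean replicate inhibition of at least 30%, or all replicates individually reaching that 30% level; inactive means mean below 30% and not every replicate reaching it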;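 further: 0% = neutral control wells and 100% = L-leucinethiol positive control wells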
PGC1a acetyl inh – inhibitors of PGC1a acetylation signal, primary screen, cell-based, U2OS, AlphaScreen, inhibitor mode; AlphaScreen anti-acetyl-lysine; with virally co-expressed GCN5 acetyltransferase; inhibition, % at 15.6 µM; hit rate 0.17% among 350,000;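 active means every replicate shows inhibition of at least 40%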;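 further: 0% = neutral control wells and 100% = positive control wells; some results beyond the cut were filed as inactive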
Statin myotox sup – suppressors of statin myotoxicity in C2C12 myotubes, primary screen, cell-based, single point, plate reader. AID 602340, 2012. C2C12 myotubes + simvastatin, ATP luminescence, 48 h; scaled: DMSO 0, geranylgeraniol control 100. rescue of ATP level, % at 7.49 µM. hit rate 0.78% among 330,000;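 active means mean ATP rescue above about 67%, or every replicate alone reaching that limit, limit read from the data, passing the limit was not always enough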;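 further: myotubes were challenged with 10 µM simvastatin during compound exposure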
SIRT5 inh – SIRT5 desuccinylase inhibitors, primary screen, biochemical, fluorescence imaging, single point, set 5; Purified SirT5, succinyl-peptide AMC, trypsin-coupled fluorescence; inhibition, % at 15 µM; hit rate 1.1% among 330,000; in the data active means inhibition above about 15%
Target sequence (Q9NXA8 whole entry, looked up): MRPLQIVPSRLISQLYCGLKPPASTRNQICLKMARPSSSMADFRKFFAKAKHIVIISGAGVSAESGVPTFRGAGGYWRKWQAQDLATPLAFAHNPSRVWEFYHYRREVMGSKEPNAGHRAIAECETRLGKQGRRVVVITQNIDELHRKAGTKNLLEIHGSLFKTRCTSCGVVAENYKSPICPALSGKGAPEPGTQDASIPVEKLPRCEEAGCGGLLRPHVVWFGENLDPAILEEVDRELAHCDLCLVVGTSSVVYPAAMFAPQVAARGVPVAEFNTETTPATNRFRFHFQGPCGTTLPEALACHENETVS
Cneo AK release – Cryptococcus neoformans cell lysis inducers, primary screen, AK release luminescence, single concentration; lysis activity, % at 15 µM; C. neoformans lysis, adenylate kinase release luminescence, 4 h; normalised: neutral wells 0, clomiphene wells 100; AID 651654, 2012; hit rate 0.2% among 360,000;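 active means mean lysis activity across replicates of at least 80%, whatever share of replicates individually reach that level; inactive means mean lysis activity below 80%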
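Assay system: log-phase C. neoformans yeast / Quantity: yeast cell density of 5 × 10^6 cells/mL / Medium: fresh YPD growth medium / Compound: single dose / Timing: static 4 h at 37 °C with compound, 1 h detection / Measured by: adenylate kinase release luminescence / Read-out: lysis from increased AK signal / Benchmarks: Clomiphene as positive lysis control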
LGR2 antag – inhibitors of bursicon-induced LGR2 CRE-luciferase signal, primary screen, cell-based, HEK293, CRE-luciferase reporter, bursicon stimulation | Drosophila bursicon receptor LGR2 (rickets) | bursicon-stimulated, 4 h | inhibition, % at 9.99 µM | hit rate 0.35% among 380,000 | AID 720647, 2013;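 active means drop in luminescence signal, shown as inhibition above about 50% in the replicate tests, limit read from the data, passing the limit was not always enough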;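 further: agonist challenge used bursicon conditioned medium at about half maximal strength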
S100A4 MyoIIA – inhibitors of S100A4-myosin IIA peptide binding, primary screen, biochemical, fluorescence polarization, TAMRA-MyoIIA peptide | inhibition, % at 10.7 µM | hit rate 0.14% among 360,000 | AID 652163, 2013;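 active means mean inhibition of at least 70% across replicates, with every replicate also reaching that level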
Target sequence (P26447 whole entry, looked up): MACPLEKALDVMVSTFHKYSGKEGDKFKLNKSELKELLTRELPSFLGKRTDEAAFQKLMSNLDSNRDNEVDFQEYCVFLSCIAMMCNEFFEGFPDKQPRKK
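Material: human S100A4 monomer with TAMRA-labelled myosin IIA peptide; buffer or medium: HEPES pH 7.2 with CaCl2, KCl, NaCl, DTT, Triton; compound dosing: one concentration per compound; schedule: 5 min incubation before reading; benchmarks: neutral control DMSO, positive control TFP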
XiGFP reactiv – activators of inactive X chromosome reactivation, primary screen, imaging, XiGFP fibroblasts, GFP high-content imaging, set 2 | XiGFP mouse fibroblasts, % GFP-positive cells imaging, 3 d; cells co-treated with 5-aza-dC sensitizer; scaled so ellipticine positive control = 100% | activation, % at 7.58 µM | hit rate 0.055% among 360,000;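 active means mean normalized replicate activation at least 10% and every replicate at or above 10%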;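 further: 0% = median of on-plate neutral control wells and 100% = ellipticine 6 µM median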
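System: 68-5-11 XiGFP fibroblast line | Buffer or medium: DMEM containing 5-aza-dC | Compound: Single point | Times: Compounds 3 days, fix/stain 15 min at room temperature | Benchmarks: Positive control ellipticine, 6 µM final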
* hit, by the source's call; . = no result given; & = joins results of further samples; ! = repeats disagree.

SMILES	ERAP1 HTS inh	PGC1a acetyl inh	Statin myotox sup	SIRT5 inh	Cneo AK release	LGR2 antag	S100A4 MyoIIA	XiGFP reactiv
O=S(=O)(c1ccccc1F)N1CC[C@@H]2[C@H](CO)Nc3ccc(C4=CCCCC4)cc3[C@@H]21	1	10	9	2	-9	-9	-2	0.2
Cc1ccc(S(=O)(=O)N[C@@H]2CC[C@H](CCn3cc(-c4cccnc4)nn3)O[C@@H]2CO)cc1	-1	2	1	1	-10	13	2	-0.7
CNNCc1ccc(C(=O)NC(C)C)cc1	-1	.	7	-2	-3	4	26	-0.1
COc1ccc(S(=O)(=O)N(C)C[C@@H]2OCCCC[C@@H](C)Oc3ccc(NC(=O)NC(C)C)cc3C(=O)N([C@H](C)CO)C[C@H]2C)cc1	-2	7	.	1	-3	9	-2	-1.1
COc1ccc(CCNC(=O)CSc2nc3c(sc(=S)n3-c3ccccc3)c(=O)[nH]2)cc1OC	0	4	12	.	-2	-9	-3	0.1
CO[C@@H]1CN(C)C(=O)c2ccc(NC(=O)C3CCC3)cc2OC[C@@H](C)N(Cc2ccncc2)C[C@H]1C	-1	-4	.	0	.	1	1	0.1
C[C@@H]1CN([C@@H](C)CO)C(=O)c2cc(-c3cccc(C#N)c3)cnc2O[C@@H]1CN(C)Cc1ccccc1	1	-2	29	0	2	13	-6	-0.8
O=[N+]([O-])c1ccc2c(c1)Nc1nc3ccccc3nc1N2	1	-5	-1	1	-2	-4	-10	0.0
COc1ccc(Oc2nc3c(c(=O)n(C)c(=O)n3C)n2C)cc1	-2	19	-8	0	0	6	-4	0.0
Cc1ccsc1C(=O)OCC(=O)Nc1cccc(F)c1	-2	7	4	-3	-3	-46	-2	0.1
CCCn1cnnc1CNC(=O)C1CCC(=O)N(CCc2cccc(F)c2)C1 (centres undefined)	4	-1	-2	-1	1	0	-7	-0.1
O=C([C@H]1[C@H](CO)[C@H]2Cn3c(cccc3=O)[C@@H]1N2CC1CCCC1)N1CCc2ccccc2C1	-1	.	1	4	0	-9	4	0.1
CC[C@@]1(c2ccccc2C)C(=O)N(C(=O)OC)N1C(=O)OC	-5	-2	7	.	1	1	-1	0.0
NNC(=O)CS(=O)(=O)c1ccc(Cl)cc1	9	.	-5	3	.	3	2	0.1
CCn1c(=O)c2ccccc2n(Cc2cccc(C)c2)c1=O	-3	21	10	-3	-8	4	-2	0.0
Cc1ccc(CN2C(=O)S/C(=C\c3ccccc3OCC(=O)O)C2=O)cc1	7	7	.	2	.	10	-2	0.0
O=C(c1cccc(C(F)(F)F)c1)N1CCN(CCc2ccccc2)CC1	3	-6	.	-2	0	-8	-2	0.1
COC(=O)c1ccc2c(=O)n(CCN3CCOCC3)c(SCC(=O)Nc3ccccc3Cl)nc2c1	-2	-27	21	0	12	-8	-6	-0.1
COc1ccc(/C=N/N=C2/NC(=O)C(CC(=O)NC(N)=O)S2)cc1 (centres undefined)	-3	4	.	2	1	11	5	0.0
Cn1c(SCC(=O)NCCNC(=O)CSc2nnc(C(F)(F)F)n2C)nnc1C(F)(F)F	-1	.	1	-1	-2	9	-3	.
CN(C)C(N)=NCCC[C@H](N)C(=O)O	0	-2	-3	1	-1	-9	-3	-0.1
CN(C)C(=O)C[C@H]1CC[C@H](NC(=O)NC2CCCCC2)[C@H](CO)O1	-2	2	0	-2	1	-4	-3	0.1
O=C(C[C@H]1C[C@H]2c3cc(NC(=O)C4CCOCC4)ccc3O[C@H]2[C@H](CO)O1)NCc1ccc(Cl)cc1	-2	-1	-5	-3	5	9	-4	0.5
Cc1ccc(S(=O)(=O)CCC(=O)OCC(=O)N(C)c2ccccc2)cc1	-1	-6	-3	-1	-1	1	3	0.1
c1coc(CNc2ncnc3[nH]ncc23)c1	-5	13	1	-2	5	15	-1	0.0
Cc1ccc(O)c(-c2cc(-c3cccc(Br)c3)n[nH]2)c1	6	.	4	1	3	-53	3	0.0
O=C(CCn1cnnn1)N1CCCC(Nc2ccc(F)c(F)c2)C1 (centres undefined)	1	1	-3	-3	11	-22	-2	0.2
CCOC(=O)C1CCN(C(=O)COc2ccc(S(=O)(=O)N3CCCC3)cc2C)CC1	-1	-3	4	-6	-1	-9	-10	0.0
CCc1ccc(-c2cc(C)no2)cc1S(=O)(=O)N1CCN(c2cccc(C)c2C)CC1	-1	3	4	0	-1	8	-3	0.0
C=CCNC(=O)[C@@H]1[C@H]2C(=O)O[C@H](c3ccccc3)[C@H](c3ccccc3)N2[C@H](c2ccccc2OCCO)[C@@]12C(=O)N(C(=O)OCCOC)c1ccccc12	-3	.	.	2	2	.	1	.
Clc1ccc(Nc2nnc(-c3ccc4c(c3)OCO4)o2)cc1	-7	.	.	.	.	-50	-4	0.0
O=C(O)c1cccc(S(=O)(=O)N2CCCC2)c1	-6	-3	10	-3	-1	-3	-8	.
COc1cccc(CCNC(=O)c2cc(COc3ccc(C)c(C)c3)on2)c1OC	-9	.	-1	-1	-1	-72	-3	0.1
Cn1c(=O)c2c(nc(CCC3CCCC3)n2C)n(C)c1=O	2	.	.	-3	.	3	-4	0.2
O=C(CCc1nnc(Cc2ccc(-c3ccccc3)cc2)o1)N1CCCC1	2	13	.	-3	.	-2	10	-0.7
NC(N)=NS(=O)(=O)c1ccc(NC(=S)NC(=O)c2ccc3c(c2)OCO3)cc1	4	.	.	-2	.	6	11	0.0
C[C@H](CO)N1C[C@H](C)[C@H](CN(C)Cc2cccc(C(F)(F)F)c2)OCc2cn(nn2)CCCC1=O	-1	7	15	1	-11	4	13	0.4
CCN1CCCC1CNC(=O)CCNC(=O)c1cc(OC)c(OC)c(OC)c1 (centres undefined)	.	0	-13	.	5	4	.	.
O=C(C[C@@H]1CC[C@H]2[C@@H](COC[C@@H](O)CN2C(=O)c2ccccc2F)O1)NCc1ccc(-c2ccccc2)cc1	.	4	-2	.	-1	-7	.	0.0
O=C(Nc1cccc(NC(=O)c2nccc3ccccc23)c1)c1ccco1	-3	-17	-5	1	.	-11	2	.
CN(C)c1nnnn1-c1ccc(Oc2ccccc2)cc1	0	.	.	1	.	-23	-1	0.3
CN1C(=O)C(CC(=O)NCCc2ccccc2)N(NC(=O)c2ccc(Cl)cc2)C1=S (centres undefined)	.	0	5	-3	1	-7	0	0.0
COc1ccc2cc(OCC(=O)NNC(=O)Nc3ccc(OC)c(OC)c3)ccc2c1	-1	-12	.	0	0	3	-4	0.1
CN(CC(=O)NC(=O)NC(C)(C)C)CC(=O)Nc1ccccc1Cl	-3	.	5	0	-2	-27	1	0.6
C[C@@H]1CCCCO[C@H](CN(C)CC2CC2)[C@@H](C)CN([C@H](C)CO)C(=O)c2cc(NC(=O)Nc3cccc4ccccc34)ccc2O1	.	-6	.	.	0	-15	.	0.1
Cc1ccc(-c2ccc(C3[C@@H]4CN(C(=O)Nc5ccc(C(F)(F)F)cc5)C[C@H]3N4)cc2)cc1 (some centres undefined)	-6&-2	70*!	.	-5&9	.	35&1	-10&-2	0.0&0.0
CCn1cc(C(=O)O)c(=O)c2cc(F)c(N3CCN(C(=S)NC(=O)c4ccccc4C)CC3)cc21	3	3	.	-2	.	-20	0	3.2
Cc1ccc(CNC(=O)CCn2ccc3cc(S(=O)(=O)N4CCCC4)ccc32)cc1	0	-1	-40	-4	0	-31	-6	0.0
COc1ccc(COC(=O)Oc2ccc(CNC(C)=O)cc2OC)c([N+](=O)[O-])c1	1	-5	2	-3	0	-9	3	0.0
O=C(/C=C/c1ccc(S(=O)(=O)N2CCOCC2)cc1)N(CCO)Cc1ccccc1	-3	-8	2	-2	-4	12	0	4.1
O=[N+]([O-])c1cc(/C=N/Nc2nc(N3CCCCC3)nc(N3CCCCC3)n2)ccc1O	-3	.	.	.	.	9	-1	0.1
COc1ccccc1-c1nnc(SCC(=O)Nc2ccc3[nH]c(=O)[nH]c3c2)n1N	-2	-5	5	-3	0	-5	-2	-0.1
Cc1sc(NC(=S)NC(=O)c2ccc(C(C)(C)C)cc2)c(C#N)c1C	.	12	-77	.	-2	15	.	.
CCC(C)c1nc2c(c(N3CCC3=O)c1-c1ccccc1)CCCC2 (centres undefined)	.	-5	-10	.	-1	-8	0	0.0
COc1c(Cl)cc(Cl)cc1CNCCNCCO	-2	.	0	0	6	-18	-3	.
C[C@H](CO)N1C[C@H](C)[C@@H](CN(C)C(=O)NC2CCCCC2)Oc2c(NC(=O)Nc3ccccc3)cccc2C1=O	-1&-3	-8	-18&-3	11&-6	0&8	-5&-1	10&-4	-0.8&0.0
CC(C)(O)[C@H]1Cc2cc3ccc(=O)oc3cc2O1	1	0	6	-39	-3	-20	-7	0.0
C[C@H]1CN=C(Nc2ccccc2)N1CCc1ccc(F)cc1	.	.	-2	.	-1	.	1	0.1
COc1ccc(NC(=O)C2CCC(C)(C(=O)O)C2(C)C)cc1 (centres undefined)	.	9	4	.	-2	16	.	.
COc1cc(C(=O)NCC(c2cccs2)N2CCOCC2)c([N+](=O)[O-])cc1OC (centres undefined)	0	-2	11	5	4	15	3	-0.6

(listing goes on)
SMILES	ERAP1 HTS inh	PGC1a acetyl inh	Statin myotox sup	SIRT5 inh	Cneo AK release	LGR2 antag	S100A4 MyoIIA	XiGFP reactiv
Cc1ccc(-c2cc(C(=O)Nc3cnn(C45CC6CC(CC(C6)C4)C5)c3)no2)cc1	-2	4	-143	0	0	4	0	.
Cc1nc(C)c(C(=O)Nc2ccccc2-c2ccccc2)o1	.	2	7	.	-1	6	.	.
COC(=O)C1=C(C)N(Cc2ccc(Br)cc2)C(=S)NC1c1ccc(OC)cc1 (centres undefined)	0	.	.	1	.	13	3	0.3
COC(=O)[C@]12CCCCC=C1N(Cc1cccc3ccccc13)C(=O)[C@H](CC(=O)NCCCCc1ccccc1)C2	0	.	.	0	.	22	-2	-0.1
CCCc1cc(=O)oc2cc(OCC(=O)NCCc3ccc(S(N)(=O)=O)cc3)ccc12	4	3	-2	-7	7	-20	-5	0.0
COc1ccc(/C=C/C(=O)N2CCCC2)cc1OC	0	.	-4	-4	.	-13	-1	-0.2
CCOC(=O)c1c(NC(=O)CN2CCCc3ccccc32)sc(C)c1CC	1	.	-4	-1	.	4	-3	0.3

Shown as labelled records: entries from further up.
COC(=O)C1=C(C)N(Cc2ccc(Br)cc2)C(=S)NC1c1ccc(OC)cc1 (centres undefined)
  ERAP1 HTS inh: 0; PGC1a acetyl inh: .; Statin myotox sup: .; SIRT5 inh: 1; Cneo AK release: .; LGR2 antag: 13; S100A4 MyoIIA: 3; XiGFP reactiv: 0.3
COC(=O)[C@]12CCCCC=C1N(Cc1cccc3ccccc13)C(=O)[C@H](CC(=O)NCCCCc1ccccc1)C2
  ERAP1 HTS inh: 0; PGC1a acetyl inh: .; Statin myotox sup: .; SIRT5 inh: 0; Cneo AK release: .; LGR2 antag: 22; S100A4 MyoIIA: -2; XiGFP reactiv: -0.1
CCCc1cc(=O)oc2cc(OCC(=O)NCCc3ccc(S(N)(=O)=O)cc3)ccc12
  ERAP1 HTS inh: 4; PGC1a acetyl inh: 3; Statin myotox sup: -2; SIRT5 inh: -7; Cneo AK release: 7; LGR2 antag: -20; S100A4 MyoIIA: -5; XiGFP reactiv: 0.0

Screening results deposited in PubChem by Broad Institute.

The list is partial, so the mix of outcomes need not match the whole.
